Screening results deposited in PubChem by Southern Research Specialized Biocontainment Screening Center.
M. tuberculosis: growth inhibition of non-replicating M. tuberculosis (AID 488890) | Mycobacterium tuberculosis non-replicating, growth inhibition; higher % means a stronger effect | inhibition, % at 25 µM; hits with a dose series show IC50 in µM | actives 0.39% (n = 320,000); in the data active = a potency from the dose series; inconclusive = inhibition mostly from about 82% at the one dose, without a potency; inactive = the rest, 99 in 100 with inhibition below about 76%;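 note: plate controls were DMSO cells for no effect and high antibiotic wells for full effect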
Salmonella PhoP GFP: Inhibition of PhoP regulon, Salmonella typhi GFP reporter cells, confirmation, 4 h (AID 1850) | Salmonella Typhi PhoP-promoter GFP reporter, fluorescence, 4 h; higher % means a stronger effect | inhibition, % at 50 µM, or IC50 in µM where a hit was titrated | actives 0.33% (n = 310,000); in the data active = a potency from the dose series; inconclusive = inhibition mostly from about 25% at the one dose, without a potency; inactive = the rest, 99 in 100 with inhibition below about 19%;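 note: 0% = induced wells with vehicle and 100% = uninduced wells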
VEEV TC-83 Vero: inhibitors of VEEV TC-83 cytopathic effect, confirmation, Vero cells (AID 588727); Vero cells, VEEV TC-83 cytopathic effect inhibition; higher % means a stronger effect; one-dose inhibition, % at 20 µM; IC50 in µM for titrated hits; actives 0.13% (n = 350,000); in the data active = a potency from the dose series; inconclusive = inhibition mostly from about 14% at the one dose, without a potency; inactive = the rest, 99 in 100 with inhibition below about 12%; note: strong numbers were not always called active
H37Rv inhibition: M. tuberculosis growth inhibition, HTS (AID 449762); actives 0.59% (n = 330,000); inhibition, % at 25 µM; hits with a dose series show IC50 in µM; M. tuberculosis H37Rv growth inhibition, 7H9 media; higher % means a stronger effect; in the data active = a potency from the dose series; inconclusive = inhibition above about 70% without an active follow-up result;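 note: bacterial growth assessed after seven days of incubation; strong numbers were not always called active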
influenza NS1A: NS1A inhibition, H1N1 influenza, cell based functional assay (AID 504329). NS1A functional cell-based assay, percent inhibition; higher % means a stronger effect. inhibition, % at 12.5 µM, or IC50 in µM where a hit was titrated. actives 0.3% (n = 340,000); in the data active = a potency from the dose series; inconclusive = inhibition above about 27% without an active follow-up result; note: strong numbers were not always called active
VEEV TC-83 Vero 10K pilot screen: further read-out of VEEV TC-83 Vero, marked with its call; inhibition, %; measured here: 10K pilot screen inhibition
An asterisk follows results filed as active; i = inactive; ? = inconclusive; . = no result given. This is a random part of the collection; any-hit rate near 1.5%.

SMILES	M. tuberculosis	Salmonella PhoP GFP	VEEV TC-83 Vero	H37Rv inhibition	influenza NS1A	others
NC(=O)/C(N=Nc1ccccc1)=N/Nc1ccccc1	15.3%	4.2%	1.7%	63.8%	-9.9%
COc1cc(C)c(Cl)cc1S(=O)(=O)n1ccnc1	-1.9%	10.6%	1.7%	-7.1%	-0.4%
C=CCOc1ccc(C2/C(=C(/O)c3ccc4c(c3)CC(C)O4)C(=O)C(=O)N2CCCN2CCOCC2)cc1 (configuration not stated)	7.0%	-10.5%	i	3.3%	18.4%
C#Cc1ccc([C@@H]2C=C(C(=O)NC3CC3)O[C@H](OCc3ccc(CO)cc3)C2)cc1	19.5%	-0.6%	1.7%	-5.3%	-6.2%
COc1ccc(C(=O)Nc2ccccc2C(=O)Nc2cccc(C)n2)cc1	27.3%	-0.1%	0.2%	12.0%	20.1%
Cc1ccc(OCC(=O)Nc2c(C)ccc3nsnc23)cc1	-6.2%	2.7%	i	1.1%	1.4%
COCc1nnc(NS(=O)(=O)c2ccc([N+](=O)[O-])cc2)s1	?	-9.3%	3.5%	22.0%	-7.5%
N#Cc1ccc(-c2cccnc2)nc1SCc1ccc(Cl)c(Cl)c1	.	.	5.5%	.	1.8%	VEEV TC-83 Vero 10K pilot screen=9.4
Cc1ccc(Cn2c3ccccc3c3cn[nH]c(=O)c32)cc1	.	.	0.9%	1.6%	0.4%
CCOc1ccc2[nH]c3c(c2c1)CNCC3	21.4%	-3.1%	2.4%	11.8%	-26.5%
COC(=O)C(C)Sc1nnc(SC(C)C(=O)OC)s1 (configuration not stated)	28.6%	-6.2%	1.5%	-1.7%	-5.2%
COc1ccc(NC(=O)c2c3c(nc4ccccc24)CCC3)cc1S(=O)(=O)N1CCOCC1	-9.1%	0.9%	1.3%	-7.0%	7.2%
O=S(=O)(NCc1cccs1)c1ccc(Cl)s1	-2.7%	-4.5%	2.7%	-1.9%	10.5%
CCC1(c2ccc(F)cc2)NC(=O)N(CC(=O)c2cc(C)n(C3CC3)c2C)C1=O (configuration not stated)	14.1%	5.5%	6.4%	45.0%	-1.4%
CC(=O)c1ccc(OC(C)C)c(CSc2nc(O)cc(=O)[nH]2)c1	26.3%	-14.9%	0.4%	5.4%	6.3%
Cc1ccc(C(C)c2c(C)c([N+](=O)[O-])cc(C)c2[N+](=O)[O-])cn1 (configuration not stated)	17.6%	-4.3%	0.6%	3.0%	2.7%
COc1ccc(S(=O)(=O)N2CCCC2C(=O)NCc2ccccc2Cl)cc1 (configuration not stated)	5.6%	1.9%	0.6%	-0.4%	-6.5%
O=C(CN1C(=O)CNC1=O)Nc1ccc(Cl)cc1	-1.8%	-10.4%	1.0%	3.1%	-9.1%
O=C(CNc1cccc(S(=O)(=O)N2CCOCC2)c1)Nc1cccc(Br)c1	7.5%	5.8%	8.7%	-3.5%	-1.5%
COC(=O)C(CCCN1C(=O)c2ccccc2C1=O)(NC(C)=O)c1nn[nH]n1 (configuration not stated)	-6.3%	1.2%	i	0.1%	-6.3%
CCOC(=O)c1cc2sccc2n1CC(=O)N1c2ccccc2CC1C (configuration not stated)	-20.0%	-2.7%	i	-5.9%	-2.9%
Cc1cc(C)nc(NS(=O)(=O)c2ccc(NC(=O)C(C)C)cc2)n1	-0.8%	6.8%	0.2%	5.4%	41.0%
COc1ccc(C2=NOC(C)(c3nnc(-c4ccc(Cl)cc4)o3)C2)cc1 (configuration not stated)	31.7%	13.9%	0.5%	1.5%	-1.9%
COCc1cc(C)n(CC(=O)OC)c(=O)c1C#N	16.4%	-9.1%	0.7%	16.2%	-1.1%
CCOCCCNC(=O)C(NC(=O)c1ccc(NC(C)=O)cc1)c1ccc(Cl)cc1 (configuration not stated)	10.1%	-5.3%	0.7%	0.9%	-4.9%
Cc1cc(OCC(=O)NNC(=O)c2ccncc2)cc(C)c1Cl	66.3%	-2.9%	1.7%	?	-2.0%
O=C(Nc1ccc(C(=O)N2CCCCC2)cc1)C1CCCCC1	0.2%	-3.6%	2.4%	-2.1%	6.4%
COc1ccccc1N=Cc1c(O)c2ccccc2oc1=O	63.2%	-5.6%	i	3.8%	-1.1%	VEEV TC-83 Vero 10K pilot screen=6.9
O=c1[nH]c(CNCc2cccnc2)nc2ccccc12	-14.2%	18.2%	2.0%	-5.5%	5.0%
O=C(/C=C/c1ccco1)N1CCc2ccccc21	63.8%	-9.0%	1.2%	7.0%	-4.0%

Ordered by number of heavy atoms (rising): 3 of the compounds above
SMILES	M. tuberculosis	Salmonella PhoP GFP	VEEV TC-83 Vero	H37Rv inhibition	influenza NS1A	others
O=S(=O)(NCc1cccs1)c1ccc(Cl)s1	-2.7%	-4.5%	2.7%	-1.9%	10.5%
O=C(Nc1ccc(C(=O)N2CCCCC2)cc1)C1CCCCC1	0.2%	-3.6%	2.4%	-2.1%	6.4%
C=CCOc1ccc(C2/C(=C(/O)c3ccc4c(c3)CC(C)O4)C(=O)C(=O)N2CCCN2CCOCC2)cc1 (configuration not stated)	7.0%	-10.5%	i	3.3%	18.4%

(listing goes on)
SMILES	M. tuberculosis	Salmonella PhoP GFP	VEEV TC-83 Vero	H37Rv inhibition	influenza NS1A	others
CC1CN(c2ccc([N+](=O)[O-])c(N3CCCCC3)c2)CCN1 (configuration not stated)	12.3%	9.6%	i	3.9%	.
CCC(C)(C(=O)NC1CCCC1)N(Cc1cccs1)C(C)=O (configuration not stated)	0.6%	14.8%	i	-7.5%	4.0%
O=S(=O)(c1ccccc1)C(/C=N\O)/C=C/c1ccccc1 (configuration not stated)	42.4%	5.6%	1.3%	7.6%	-6.0%
c1ccc(CCCOCCC2CO2)cc1 (configuration not stated)	8.4%	-4.9%	.	-7.3%	.
CC(=O)Cn1c(CN2CCN(C(=O)c3ccco3)CC2)nc2c1c(=O)n(C)c(=O)n2C	0.7%	-2.9%	0.3%	4.2%	5.4%
CN1CCN(S(=O)(=O)c2ccc3[nH]cc(C(=O)O)c(=O)c3c2)CC1	0.1%	-2.9%	1.1%	0.2%	7.8%
COc1ccc(-c2n[nH]c(=S)n2-c2ccc3c(c2)OCCO3)cc1	-12.0%	-3.4%	1.5%	4.3%	4.3%
COc1ccc(Cl)cc1NS(=O)(=O)c1cccc(C(=O)NCC(c2ccco2)N2CCCC2)c1 (configuration not stated)	-3.3%	0.8%	i	-11.3%	12.2%
COc1ccc(C(=O)OCC(=O)N(C)C2CCS(=O)(=O)C2)cc1S(=O)(=O)N(C)Cc1ccccc1 (configuration not stated)	4.7%	-6.6%	1.7%	-1.8%	1.1%
COc1cccc(CN(CC2CCCO2)S(=O)(=O)c2ccc(-n3cnnn3)c(OC)c2)c1 (configuration not stated)	-10.4%	0.2%	7.0%	1.3%	6.9%
CN1CCN(S(=O)(=O)c2cccc(C(=O)Nc3ccccc3N3CCCCC3)c2)CC1	12.2%	-3.4%	0.2%	34.6%	-6.3%
COc1ccc2cc(CN(Cc3ccco3)C(=S)NCC3CCCO3)c(=O)[nH]c2c1 (configuration not stated)	31.1%	12.5%	12.9%	-3.2%	1.0%	VEEV TC-83 Vero 10K pilot screen=1.4
O=C1C2CCCN2C(=O)N1CCCCN1CCN(c2cccc(C(F)(F)F)c2)CC1 (configuration not stated)	0.9%	1.9%	i	4.8%	1.2%
CCc1ccc(NC(=O)CSc2nnc(CNC(=O)c3ccc(OC)cc3)o2)cc1	35.1%	0.7%	2.3%	1.8%	4.7%
CC1CCN(S(=O)(=O)c2cccc(-c3cn4cc(Cl)ccc4n3)c2)CC1	5.7%	-0.3%	8.3%	-5.8%	-17.3%
COC(=O)c1cc(OC)c(OC)cc1NC(=O)Cc1cccs1	6.8%	-0.1%	1.6%	-4.8%	-2.7%
COc1ccc(C(=O)Nc2ccc(S(=O)(=O)N3CCCCC3)cc2)cc1	33.1%	14.7%	1.0%	-2.0%	0.6%
Cc1ccc(C(=O)Oc2cccc(NC(=O)c3ccccc3)c2)cc1C	?	-4.9%	7.4%	?	-1.4%
Cc1cc(Cl)ccc1C(=O)C1CCCN(C(=O)c2n[nH]c3c2CCCC3)C1 (configuration not stated)	12.2%	2.4%	1.2%	-8.9%	-5.1%
C=CCOc1cccc(/C=C/c2nc3ccccc3c(=O)[nH]2)c1	23.6%	-7.6%	0.1%	12.9%	-10.1%
COc1ccc(S(=O)(=O)Nc2ccc(C)cn2)cc1	-6.8%	8.0%	0.1%	1.9%	-3.4%
CSCCC(NC(=O)c1ccccc1)C(=O)NCc1ccc(S(N)(=O)=O)cc1 (configuration not stated)	-6.5%	7.9%	1.3%	12.6%	-2.5%
CCCOP(=O)(OCCC)C(Nc1ccc(C(=O)O)cc1)c1ccccc1 (configuration not stated)	9.5%	6.1%	1.9%	-7.0%	-5.9%
O=C1CCCC/C=C\C[C@H](CC(=O)N(CCO)Cc2ccccc2)C(=O)N[C@@H](Cc2ccccc2)CO1	58.8%	.	0.2%	1.2%	-1.9%	VEEV TC-83 Vero 10K pilot screen=0.8
O=C(CN1CCc2ccccc2C1)Nc1ccccc1C(F)(F)F	25.6%	-4.4%	i	7.6%	-1.0%
NC(=O)c1ccc(NC(=O)c2ccc(COc3ccccc3Br)cc2)cc1	.	.	1.4%	.	-4.8%
Cc1cccc(NC(=S)NC(=O)c2ccco2)n1	-5.1%	-1.5%	1.0%	-7.5%	0.6%
CC(=O)Nc1cc(C(=O)O)ccc1S(=O)(=O)c1ccc(Cl)cc1	.	-0.2%	2.6%	.	-9.1%
COc1cccc(NC(=O)Cc2nnc(SCC(=O)c3ccccc3)n2C)c1	.	.	0.1%	.	-1.5%
CCOP(=O)(OCC)/C(=N/OC(=O)c1ccccc1C)C(N)=O	1.4%	6.9%	i	0.0%	3.0%

Fetched by compound from the list above (two):
SMILES	M. tuberculosis	Salmonella PhoP GFP	VEEV TC-83 Vero	H37Rv inhibition	influenza NS1A	others
O=C1CCCC/C=C\C[C@H](CC(=O)N(CCO)Cc2ccccc2)C(=O)N[C@@H](Cc2ccccc2)CO1	58.8%	.	0.2%	1.2%	-1.9%	VEEV TC-83 Vero 10K pilot screen=0.8
COc1cc(C)c(Cl)cc1S(=O)(=O)n1ccnc1	-1.9%	10.6%	1.7%	-7.1%	-0.4%

The main list resumes with the two entries that preceded the break.
SMILES	M. tuberculosis	Salmonella PhoP GFP	VEEV TC-83 Vero	H37Rv inhibition	influenza NS1A	others
COc1cccc(NC(=O)Cc2nnc(SCC(=O)c3ccccc3)n2C)c1	.	.	0.1%	.	-1.5%
CCOP(=O)(OCC)/C(=N/OC(=O)c1ccccc1C)C(N)=O	1.4%	6.9%	i	0.0%	3.0%
Cc1ccccc1NC(=S)NC12CN3CN(CN(C3)C1)C2	-7.6%	6.9%	2.2%	1.5%	-3.8%
COc1ccc(C(CNC(=O)CNS(=O)(=O)c2ccc(NC(C)=O)cc2)N2CCOCC2)cc1 (configuration not stated)	17.9%	-7.4%	1.4%	-3.0%	-1.4%
Cc1cc(-c2nc3ccccc3c(=O)o2)ccc1[N+](=O)[O-]	49.6%	1.6%	0.2%	8.5%	3.6%
N#C/C(=C\c1ccc(N2CCCC2)c([N+](=O)[O-])c1)c1nc2ccccc2[nH]1	-10.6%	14.7%	7.9%	1.5%	5.6%
CCN(CC(=O)N1CCCCCC1)S(=O)(=O)c1ccc(Cl)cc1	-6.7%	0.3%	i	-0.3%	0.3%
O=S(=O)(c1ccc(NC(=S)NCc2ccco2)cc1)N1CCCCC1	?	11.7%	0.3%	0.8%	2.7%
CCCn1c(=O)c2c(c3ccccc31)OC(C)C(=O)N2 (configuration not stated)	0.7%	-1.3%	5.8%	2.3%	-0.5%
Cc1cc(C)cc(N(CC(=O)Nc2ccccc2C(=O)N2CCOCC2)S(C)(=O)=O)c1	-2.3%	1.8%	0.9%	0.9%	-6.8%
N#CC1=C2SCN(Cc3ccccc3)CN2C(=O)CC1c1ccccc1F (configuration not stated)	11.1%	-2.4%	0.1%	-5.9%	-18.7%
C=CCOc1ccc(/C(O)=C2\C(=O)C(=O)N(CCN(C)C)C2c2cccs2)cc1 (configuration not stated)	-2.7%	-0.5%	0.7%	-2.2%	15.2%
CCN1CCN(C(=O)C2CCN(c3nnc(C)c4c(C)n(-c5ccc(C)cc5)nc34)CC2)CC1	21.4%	22.4%	0.3%	4.2%	2.1%
CC(NC(=O)COC(=O)CNC(=O)c1ccccc1Cl)C1CC2CCC1C2 (configuration not stated)	8.9%	.	0.1%	6.0%	-11.6%
O=C(COC(=O)c1nc(Cl)ccc1Cl)Nc1ccc2[nH]c(=O)[nH]c2c1	-0.9%	0.9%	0.7%	-8.8%	0.6%
COc1cccc(C(=O)NC(C)c2ccc(Br)cc2)c1 (configuration not stated)	?	-3.6%	1.1%	11.8%	2.9%
CS(=O)(=O)N(CC(=O)NCc1ccncc1)c1ccc(F)c(Cl)c1	-10.5%	7.6%	i	-1.3%	0.4%
